PPARg SRC2 recr: PPARgamma-driven SRC-2 recruitment agonism | P37231 | AID 1032 | 200,000 compounds, 0.34% hits | activation, % at 8 µM | PPARgamma LBD-SRC-2 recruitment, biochemical; in the data active = activation above about 22%;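 also: 0% = vehicle and 100% = reference agonist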
bIAP inh: blocks bovine intestinal alkaline phosphatase activity; purified bovine IAP, CDP-star luminescence, 30 min; inhibition, % at 20 µM; 190,000 tested, under 10 active; AID 1019;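 active = over 50% inhibition of intestinal alkaline phosphatase at 20 µM in the single-dose screen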
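System: Purified bovine intestinal alkaline phosphatase (IAP) enzyme | Input: IAP diluted 1/65,000,000 in the well | Also added: CDP-star chemiluminescent phosphatase substrate, 30 µM final | Dosing: 20 µM single dose | Times: Enzyme reaction for 30 min at room temperature | Detection: Luminescence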
HMGR II inh: inhibitors of class II HMG-CoA reductase from Enterococcus faecalis. purified E. faecalis HMGR, NADPH absorbance 340 nm kinetic. inhibition, % at 10 µM. 190,000 compounds, 0.41% hits. AID 1066;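 active = inhibition above a set limit, the median over all tested compounds plus 3 SD, cut at about 9.5% in these data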;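 also: enzyme runs in reverse so mevalonate oxidation gives rising NADPH absorbance; 0% = complete reaction with DMSO and 100% = background rate lacking mevalonate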
TNAP act hiacc: increases human TNAP activity under high phosphate acceptor concentration; purified TNAP, CDP-star luminescence, 1 M DEA, 30 min; active compounds read high; 0 = EDTA background, 1 = DMSO-only activity; activation factor at 20 µM; 200,000 tested, under 10 active;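 active = activation factor at least 2 at 20 µM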
Target sequence (P05186 whole entry, looked up): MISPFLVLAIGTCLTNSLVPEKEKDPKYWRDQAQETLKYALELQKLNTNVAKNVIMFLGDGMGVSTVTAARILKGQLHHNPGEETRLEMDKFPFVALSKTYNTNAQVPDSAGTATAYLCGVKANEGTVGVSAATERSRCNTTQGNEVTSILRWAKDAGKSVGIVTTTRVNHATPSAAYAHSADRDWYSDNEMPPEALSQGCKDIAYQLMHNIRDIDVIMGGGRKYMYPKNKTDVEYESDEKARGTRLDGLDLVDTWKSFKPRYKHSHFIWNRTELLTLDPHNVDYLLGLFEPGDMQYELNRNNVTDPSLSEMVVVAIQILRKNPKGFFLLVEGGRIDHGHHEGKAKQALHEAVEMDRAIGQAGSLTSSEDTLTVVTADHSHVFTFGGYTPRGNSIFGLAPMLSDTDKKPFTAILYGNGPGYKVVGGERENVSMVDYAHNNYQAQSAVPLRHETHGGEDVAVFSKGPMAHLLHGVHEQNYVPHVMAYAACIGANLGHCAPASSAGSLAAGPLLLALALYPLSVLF
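Test system – human TNAP · Doses – 20 µM single point · Incubation – 30 min, room temperature · Signal – luminescent substrate turnover signal · Read-out basis – activation factor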
TNAP inh hi DEA: blocks human TNAP under high phosphate acceptor concentration; P05186; purified TNAP, CDP-star luminescence, 1 M DEA; inhibition, % at 20 µM; 200,000 compounds, 0.03% hits;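 active = over 50% inhibition of tissue-nonspecific alkaline phosphatase at 20 µM in the single-dose screen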;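 also: plate controls were DMSO wells for no effect and EDTA-quenched wells as full inhibition for full effect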
SRC2 TRFRET art: counter-screen for PPARgamma SRC-2 recruitment agonists: TR-FRET artefact; active compounds read high; 200,000 compounds, 0.4% hits; TR-FRET ratio at 8 µM; in the data active = TR-FRET ratio above about 2000; also: inactives centre near 1500; reference of the scale not given here
PPARg SRC3 recr: promotes SRC-3 coactivator recruitment by human PPARgamma. 200,000 compounds, 0.26% hits. activation, % at 8 µM. biochemical PPARgamma/SRC-3 coactivator recruitment assay; in the data active = activation above about 23%;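 also: 0% = DMSO and 100% = reference agonist; some compounds past the cut are filed as inactive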
PPARg SRC1 recr: PPARgamma-driven SRC-1 recruitment agonism. P37231. PPARgamma-SRC-1 coactivator recruitment biochemical assay. activation, % at 8 µM. 200,000 compounds, 0.41% hits; in the data active = activation above about 19%;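 also: 0% = DMSO and 100% = reference agonist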
bIAP act: intestinal alkaline phosphatase (bovine) activation; 200,000 compounds, 0.17% hits; activation factor at 20 µM; purified bovine IAP, CDP-star luminescence, 30 min; active compounds read high; fold of DMSO-control signal, blank-subtracted;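 active = activation factor of 2 or more at 20 µM, a signal rise over negative controls twice the positive control's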
TNAP inh no acc: inhibitors of human TNAP without phosphate acceptor | P05186 | purified TNAP, CDP-star luminescence, 30 min | inhibition, % at 20 µM | 200,000 compounds, 0.26% hits | AID 1012;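 active = tissue-nonspecific alkaline phosphatase inhibition above about 50% at 20 µM in the single-dose screen, limit read from the data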;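 also: 0% = DMSO negative control and 100% = EDTA positive control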
* hit, by the source's call.

#	molecule	PPARg SRC2 recr	bIAP inh	HMGR II inh	TNAP act hiacc	TNAP inh hi DEA	SRC2 TRFRET art	PPARg SRC3 recr	PPARg SRC1 recr	bIAP act	TNAP inh no acc
1	CCOc1cc(C2C(C#N)=C(N)Oc3n[nH]c(CC)c32)ccc1OCCN1CCOCC1 (stereo not given)	-7	-1	1	1	-1	1362	-7	-2	1	7
2	O=C(OCc1cccs1)c1ccccc1NS(=O)(=O)c1ccc2c(c1)OCCO2	-1	40	-3	1	-1	1351	-15	-4	0.6	-8
3	COc1ccc(C2Nc3ccccc3C(=O)N2Cc2ccco2)cc1COc1ccc(F)cc1 (stereo not given)	7	8	-7	1.1	-7	1460	2	-1	0.9	-15
4	COC(=O)C1=C(C)N(c2ccc(C)c(C)c2)/C(=C/c2ccco2)C1=O	2	-5	-9	0.9	6	1665	2	3	1.1	6
5	COc1ccc(NC(=O)C=C(C)C)cc1Cl	10	2	-6	1	0	1489	6	0	1	9
6	CC(CCc1ccccc1)NCc1ccncc1 (stereo not given)	6	18	-3	1	0	1570	-2	-3	0.8	-10
7	Cn1c(CNS(=O)(=O)c2ccc(Br)cc2)n[nH]c1=S	1	18	-4	1	-4	1697	-6	-6	0.8	21
8	CCN(CC(F)(F)C(F)F)S(=O)(=O)c1ccc(NC(=O)OC)cc1	-2	3	-9	1.1	-7	1446	-5	6	1	-12
9	COC(=O)C(/C=N/OCc1ccc([N+](=O)[O-])cc1)NC(=O)c1ccccc1 (stereo not given)	4	12	-8	1	0	1523	0	-4	0.9	-10
10	CCOC(=O)C1=C(C)Nc2sc(C(=O)c3ccc(F)cc3)c(N)c2C1c1ccc(C(=O)OC)cc1 (stereo not given)	9	10	-9	1	2	1688	4	10	0.9	-17
11	S=C(NCCSCc1ccc(Cl)cc1)Nc1ccccc1	-1	42	0	1	0	1391	-1	0	0.6	-12
12	O=C(NC(Cc1c[nH]c2ccccc12)C(=O)Nc1ccc(F)c([N+](=O)[O-])c1)c1cccs1 (stereo not given)	9	9	-4	1	4	1567	-2	3	0.9	1
13	CCC(C)NC(=S)N1CCN(C(c2ccccc2)c2ccccc2)CC1 (stereo not given)	9	4	-1	1	0	1642	3	7	1	-7
14	CCCCn1c2nc3ccccc3nc2c2c(=O)n(CCC)cnc21	0	6	0	1	0	1389	1	-1	0.9	-3
15	CCN(CC)C1=CC(=[N+]2CCCC2)CC(C)(C)C1	5	20	2	1	-1	1853	-1	-1	0.8	-7
16	Cc1ccc(C(=O)NN2CC(O)=C(c3nc(-c4cccc([N+](=O)[O-])c4)cs3)C2=N)cc1	0	6	-3	1	-5	1313	-1	-5	0.9	-14
17	O=C(N/N=C1\CCCc2c1[nH]c1ccc([N+](=O)[O-])cc21)c1ccncc1	3	12	-1	1	3	1583	3	8	0.9	2
18	COC(=O)c1ccc(COc2ccc3c(C)c(C)c(=O)oc3c2C)o1	-5	2	4	1.1	-7	1644	-4	1	1	-12
19	C/C(=N\NC(=O)C(NC(=O)c1ccccc1)C(C)C)c1ccccc1 (stereo not given)	-2	10	-1	1	-5	1640	0	-3	0.9	-10
20	COCCCNCCOCCOc1ccc(C)cc1[N+](=O)[O-]	6	7	-7	1	0	1603	3	8	0.9	-7
21	Cc1ccccc1C(=O)Nc1ccc(Br)c(C)n1	3	6	1	1	1	1635	0	6	0.9	-2
22	Cc1ccc(S(=O)(=O)N2CCN(C(=O)CSc3nc4ccccc4c(=O)[nH]3)CC2)c(C)c1	6	-9	-2	1.1	-6	1462	16	16	1.1	-2
23	Cc1ccc(N(CC(=O)O)C2SC(=O)NC2=O)cc1 (stereo not given)	0	-6	-1	1	-3	1553	-6	1	1.1	-8
24	CCCN1C/C(=C/c2ccc3c(c2)OCO3)C(=O)/C(=C/c2ccc3c(c2)OCO3)C1	4	9	-5	0.9	8	1665	1	5	0.9	5
25	O=C(CSc1ncnc2ccccc12)N1CCCC1	-8	1	-6	1.1	-6	1607	-7	1	1	-47

The final three entries of the section above open the next one:
#	molecule	PPARg SRC2 recr	bIAP inh	HMGR II inh	TNAP act hiacc	TNAP inh hi DEA	SRC2 TRFRET art	PPARg SRC3 recr	PPARg SRC1 recr	bIAP act	TNAP inh no acc
23	Cc1ccc(N(CC(=O)O)C2SC(=O)NC2=O)cc1 (stereo not given)	0	-6	-1	1	-3	1553	-6	1	1.1	-8
24	CCCN1C/C(=C/c2ccc3c(c2)OCO3)C(=O)/C(=C/c2ccc3c(c2)OCO3)C1	4	9	-5	0.9	8	1665	1	5	0.9	5
25	O=C(CSc1ncnc2ccccc12)N1CCCC1	-8	1	-6	1.1	-6	1607	-7	1	1	-47
26	N#C/C(=C/c1ccc(C(=O)O)cc1)C(=O)NCc1ccccc1	2	14	4	1	-2	1524	5	6	0.9	-9
27	O=C(CN1C(=O)c2ccccc2S1(=O)=O)N1CCc2ccccc2C1	8	1	-1	1	1	1484	-2	0	1	-8
28	CNS(=O)(=O)c1cnccc1N1CCN(c2cccc(C)c2)CC1	2	2	3	1.1	-6	1518	-3	1	1	-14
29	COc1cc(OC)cc(C(=O)NC(=S)NNC(=O)Cc2cccs2)c1	-1	-19	1	0.9	8	1561	4	7	1.2	-83
30	O=C(COC(=O)c1ccccc1[N+](=O)[O-])Nc1cc(S(=O)(=O)N2CCOCC2)ccc1N1CCCC1	9	-6	1	1	1	1811	3	6	1.1	-6
31	O=C(NCc1cccs1)C1CCCN1C(=O)Nc1cccc(Cl)c1 (stereo not given)	-9	-10	-4	1.1	-6	1351	3	-4	1.1	2
32	N=C1SC(c2ccccc2)C(=O)N1c1ncc(Cc2ccccc2)s1 (stereo not given)	8	38	0	1.1	-8	1566	5	3	0.6	-1
33	COc1cc(OC)cc(C(=O)NCC(=O)OCC(=O)c2cc(C)n(Cc3ccco3)c2C)c1	-5	-12	3	1	-1	1711	1	-4	1.1	-6
34	Cc1nc(SCC(=O)Nc2cccc(Cl)c2)n[nH]1	4	-21	-3	1	1	1626	11	4	1.2	6
35	Cn1c(N2CCN(S(=O)(=O)c3ccc(F)cc3)CC2)nc2ccccc21	-8	6	-2	1.1	-5	1350	-1	-8	0.9	-5
36	CCOc1ccc(CCNC(=O)C2CC(=O)N(C3CCCC3)C2)cc1OCC (stereo not given)	-1	-5	-8	1	-3	1382	0	0	1.1	-10
37	O=C(NN1C(=O)c2ccccc2NC1c1cccnc1)c1ccc([N+](=O)[O-])cc1 (stereo not given)	5	7	-4	1	3	1600	3	6	0.9	-4
38	CCn1nc(C(=O)Nc2ccc(S(=O)(=O)Nc3nccs3)cc2)c2ccccc2c1=O	-4	-5	-6	1	-4	1269	0	-2	1	-2
39	CCOC(=O)N1CCC(N(C(=O)Nc2ccccc2)C(C)CC)CC1 (stereo not given)	4	1	-10	1	-4	1464	5	-3	1	-3
40	CCOc1ccc(NC(=O)CSc2nnc(CCNC(=O)c3ccc(OC)cc3)n2C)cc1	4	5	-8	1	-2	1457	7	4	1	-9
41	Cc1ccc(NS(=O)(=O)c2cccs2)cc1S(=O)(=O)N1CCCCCC1	8	16	3	1	-5	1518	5	28*	0.8	-12
42	COc1ccc(NS(=O)(=O)CC23CCC(CC2=O)C3(C)C)cc1 (stereo not given)	-4	8	-3	1.1	-8	1652	-3	4	0.9	8
43	CNC(=O)c1cc2c(=O)n3cccc(C)c3nc2n(C(C)C)c1=N	3	12	-6	1	1	1506	-1	0	0.9	-5
44	CCCCCC(=O)NC(=S)Nc1ccc(Cl)cn1	4	11	-1	1	0	1571	2	3	0.9	-4
45	O/N=C/c1ccccc1OCc1ccccc1Cl	6	16	1	1	-4	1652	-3	-5	0.8	-5
46	COC(=O)c1cc(-c2ccc(Cl)cc2Cl)n[nH]1	2	11	-8	1	2	1590	3	12	0.9	81*
47	CCCOc1ccc(CC(CC(=O)O)(C(=O)O)C(=O)O)cc1	6	-6	-6	1	-3	1386	3	-2	1.1	-8
48	CC(=O)c1cccc(Nc2nc(-c3cccc([N+](=O)[O-])c3)cs2)c1	7	20	3	1	4	1638	13	14	0.8	1
49	COC(=O)C1(c2ccccc2)NC(c2cccs2)C2C(=O)N(C)C(=O)C21 (stereo not given)	4	1	-1	1.1	-7	1725	11	3	1	-5

Ordered by value in bIAP inh (smallest number first): 3 from the list above
| entry | Structure | PPARg SRC2 recr | bIAP inh | HMGR II inh | TNAP act hiacc | TNAP inh hi DEA | PPARg SRC3 recr | PPARg SRC1 recr | bIAP act | TNAP inh no acc |
| --- | --- | --- | --- | --- | --- | --- | --- | --- | --- | --- |
| 34 | Cc1nc(SCC(=O)Nc2cccc(Cl)c2)n[nH]1 | 4 | -21 | -3 | 1 | 1 | 11 | 4 | 1.2 | 6 |
| 48 | CC(=O)c1cccc(Nc2nc(-c3cccc([N+](=O)[O-])c3)cs2)c1 | 7 | 20 | 3 | 1 | 4 | 13 | 14 | 0.8 | 1 |
| 32 | N=C1SC(c2ccccc2)C(=O)N1c1ncc(Cc2ccccc2)s1 (stereo not given) | 8 | 38 | 0 | 1.1 | -8 | 5 | 3 | 0.6 | -1 |

Bioassay records from PubChem BioAssay.
